Screening results: PubChem BioAssay, several laboratories
TRPM1 prom inh: inhibitors of MITF-dependent TRPM1 promoter reporter, primary screen, cell-based, SK-MEL-5, single point, luciferase; SK-MEL-5 TRPM1 promoter luciferase, 24 h; inhibition, % at 12.5 µM; 330,000 compounds, 0.83% hits; AID 488899, 2010;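 active means mean inhibition across replicates of 60% or more, whatever share of single replicates reaches that level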; further: values of inactives mirror those of a sister screen read the other way
TRAIL sens C8: viability loss with TRAIL in NB7+C8 cells, primary screen, TRAIL sensitizer project, cell-based, ATPlite luminescence; inhibition (viability loss, TRAIL sensitization), % at 10 µM; 360,000 compounds, 1% hits;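 active means compounds causing at least 50% loss of cell viability in the single-dose screen, relative to plate controls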
CF NFkB block: inhibitors of PAF-induced NF-kB signaling, primary screen, cell-based, GFP fluorescence, uHTS; inhibition, % at 5 µM; KKLEB NF-kB-GFP reporter, GFP fluorescence overnight; 360,000 compounds, 0.86% hits;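 active means at least 50% inhibition at 5 µM, scaled per plate between neutral and stimulator controls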;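 further: PAF is a Pseudomonas aeruginosa culture filtrate used as stimulus; plate controls were PAF-stimulated DMSO wells for no effect and unstimulated DMSO wells for full effect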
NR2E3 ag-1: NR2E3 agonists in two-hybrid cells, primary screen, cell-based, luminescence, CHO-S, Gal4-NCOR/VP16-NR2E3; luciferase; AID 602229, 2012; 360,000 compounds, 0.35% hits; Photoreceptor-specific nuclear receptor (Homo sapiens), Q9Y5X4; inhibition of corepressor binding, % at 3.98 µM;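 active means inhibition above the mean of all tested compounds plus 3 SD, cut at about 70% in these data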;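 further: 0% = DMSO with NR2E3 transfected cells and 100% = cells lacking NR2E3 construct; higher means lower luciferase signal from less NR2E3 corepressor binding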
Target sequence (Q9Y5X4 whole entry, looked up, the tested form may be a part): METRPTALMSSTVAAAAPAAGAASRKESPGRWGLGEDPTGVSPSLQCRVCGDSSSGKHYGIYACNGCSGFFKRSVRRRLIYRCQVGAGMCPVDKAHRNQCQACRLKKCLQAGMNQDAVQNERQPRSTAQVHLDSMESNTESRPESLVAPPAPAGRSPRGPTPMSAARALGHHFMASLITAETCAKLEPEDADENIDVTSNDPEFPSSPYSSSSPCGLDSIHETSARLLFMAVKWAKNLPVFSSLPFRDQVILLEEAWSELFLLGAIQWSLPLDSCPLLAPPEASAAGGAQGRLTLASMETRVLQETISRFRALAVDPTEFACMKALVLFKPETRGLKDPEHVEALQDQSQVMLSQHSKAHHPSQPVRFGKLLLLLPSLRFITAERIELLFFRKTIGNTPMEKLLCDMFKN
KKLEB tox: cytotoxicity in KKLEB CF airway cells, primary screen, cytotoxicity control for CF NF-kB inhibitor project, cell-based, uHTS, fluorescence assay plates | KKLEB CF airway cells viability, ATPlite luminescence, overnight; hits give low values; cells stimulated with P. aeruginosa culture filtrate | activity change (cytotoxicity), % at 5 µM | 360,000 compounds, 0.36% hits | AID 602141, 2011;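 active means corrected activity change at or below -50% at 5 µM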
HIF-2a block: HIF-2a reporter inhibitors, primary screen, luminescence, 786-0 RCC cells; 360,000 compounds, 0.72% hits; inhibition, % at 18.8 µM; AID 624352, 2012; 786-0 RCC cells HIF-2a reporter, luciferase luminescence, overnight;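 active means inhibition of the luminescence signal of 40% or more relative to plate controls, in a single-dose primary screen at 18.75 µM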
TWEAK-Fn14 inh: inhibitors of TWEAK-Fn14 signaling, primary screen, luciferase reporter cells, uHTS; TWEAK-stimulated Fn14 reporter cells, luciferase luminescence, 8 h; inhibition, % at 10 µM; 360,000 compounds, 2% hits; AID 1159606, 2016; in the data active means inhibition above about 50%
TROY signal inh: inhibitors of TROY-driven NF-kB signaling, primary screen, Q293 LMP1-TROYcd cells, NF-kB luciferase, uHTS | Q293 LMP1-TROYcd NF-kB luciferase reporter, 4 h | inhibition, % at 10 µM | 360,000 compounds, 0.98% hits | AID 1347056, 2019;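 active means compounds whose plate-normalised and pattern-corrected inhibition of the luciferase reporter signal at the single screening dose is 50% or more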
NR2E3 ag-2: inhibitors of NR2E3-RetCOR corepressor binding, primary screen, NR2E3 agonist project, biochemical, TR-FRET, GST-NR2E3, biotin-RetCOR; inhibition of corepressor binding, % at 4.78 µM; 320,000 compounds, 0.12% hits; 1536-well; AID 2300, 2010; Photoreceptor-specific nuclear receptor (Homo sapiens), Q9Y5X4;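 active means percent inhibition above the cutoff of mean plus 3 SD of all tested compounds, set per screening campaign, cut at about 20% in these data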;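 further: 0% = DMSO wells and 100% = biotin wells as full block of FRET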
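system = GST-tagged NR2E3 plus biotinylated RetCOR corepressor | input = 1.35 nM GST-NR2E3 | also added = 7 nM biotin-RetCOR | schedule = 5 h incubation at 4 °C | measured by = TR-FRET with europium anti-GST and streptavidin-D2, 340 nm excitation | read-out = percent loss of FRET ratio relative to control wells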
Shn3 inh set2: reduction of Shn3 3'UTR firefly luciferase signal, primary screen, Schnurri-3 inhibitor project, cell-based, Clone20 osteoblasts, set 2 | inhibition, % at 12.5 µM | AID 588674, 2011 | 360,000 compounds, 0.52% hits | Clone20 osteoblast Shn3 3'UTR firefly luciferase, 24 h;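 active means mean inhibition of at least 75% with every replicate also reaching 75%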;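 further: 0% = median of neutral control wells and 100% = pilot-screen positive control compound; some compounds past the cut are filed as inactive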
Peg3 prom inh: Peg3 promoter-driven luciferase inhibitors, primary screen, cell-based, HeLa, luciferase luminescence. inhibition, % at 20 µM. 360,000 compounds, 1.7% hits. HeLa PEG-Prom luciferase reporter, overnight;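 active means inhibition of at least 50% at 20 µM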
Numbers without * were called inactive; . = no result given. These rows are one share of the data. The share of hits here may be higher or lower than overall.

SMILES | TRPM1 prom inh | TRAIL sens C8 | CF NFkB block | NR2E3 ag-1 | KKLEB tox | HIF-2a block | TWEAK-Fn14 inh | TROY signal inh | NR2E3 ag-2 | Shn3 inh set2 | Peg3 prom inh
COc1ccc(OCCn2cnc(Cl)c2Cl)cc1 | 8 | 25 | -18 | -19 | 0 | -42 | -25 | -3 | 4 | -9 | -28
O=C(N/N=C\c1cn[nH]c1-c1ccccc1)c1ccc([N+](=O)[O-])cc1 | -4 | 11 | 3 | -14 | -6 | 8 | 2 | -10 | 0 | 17 | 1
CN(Cc1ccccc1)C(=O)C1CCN(S(=O)(=O)c2ccc(-n3cnnn3)cc2)CC1 | -5 | 16 | 2 | -27 | 7 | 8 | 22 | 9 | 0 | 3 | 12
CCCCNC(=O)c1cn(C)c2ccc(S(=O)(=O)N3CCCC3)cc2c1=O | 6 | 0 | -16 | 2 | 2 | 10 | -16 | -3 | 3 | -6 | 22
CCCCN(C)C(=O)c1nc2ccccn2c1CN(C)Cc1csc(C)n1 | -1 | 0 | -16 | -25 | 21 | 14 | 5 | 0 | -2 | -16 | 4
Cc1cc(C(F)(F)F)c(C#N)c(Sc2ccccc2)n1 | -6 | 16 | 4 | 15 | -6 | 8 | 16 | 11 | 2 | -4 | 7
CCCN(CC(=O)Nc1ccccc1C)C(=O)C1CC(=O)N(c2ccc(C)cc2)C1 (stereo not given) | 5 | 5 | 0 | -12 | 0 | 0 | -1 | -19 | . | -14 | 3
CN1CCN(C(=O)c2ccc(F)c(F)c2)CC1 | -4 | 2 | 5 | -37 | -18 | 19 | -1 | 1 | 1 | -10 | 13
CC(=O)Nc1cccc(NC(=O)c2cc(-c3cccnc3)nc3ccc(Br)cc23)c1 | 8 | 5 | 84* | -3 | -44 | -73 | 32 | -8 | 19 | 24 | 61*
O=C(O)/C=C/C(=O)NNc1ncnc2ccccc12 | 17 | -4 | -18 | -48 | 2 | 4 | 1 | -22 | 2 | -9 | -10
COc1ccc(/C=N/NC2=NCCCCC2)c(OC)c1 | -16 | -3 | -6 | -7 | 2 | -45 | -3 | 6 | -2 | -29 | -44
COc1ccccc1/C(C)=N/NC(=S)NCc1ccccc1 | -6 | -36 | 10 | 38 | 16 | 2 | 0 | 2 | -2 | -9 | 14
CC(c1ccco1)N(C(=O)c1ccc(F)cc1)c1ccccn1 (stereo not given) | -1 | 0 | 7 | -8 | -4 | 21 | 9 | 16 | -8 | 3 | 14
COCCN(CCOC)c1nc(-c2ccc(Cl)cc2)nc2ccccc12 | 11 | -3 | 12 | -1 | -11 | 4 | 9 | -16 | 2 | 20 | 17
CCNC(=O)NC(=O)C(C)OC(=O)c1oc2ccc(OCC)cc2c1C (stereo not given) | 11 | -1 | 18 | -24 | -7 | 4 | 7 | -18 | -1 | -3 | 5
CCOC(=O)C1CCN(CCC(=O)Nc2cc(C)ccc2C)CC1 | 11 | 12 | -9 | -10 | 11 | 13 | 7 | 0 | 2 | 0 | 6
COC(=O)C(CO)Nc1ncnc2onc(-c3ccc(F)cc3)c12 (stereo not given) | 0 | -1 | 3 | 3 | -3 | 12 | 19 | 0 | 4 | -41 | 20
Cc1ccc(CNC(=O)c2cc(-c3ccccc3)n(Cc3cc(C)no3)n2)cc1 | 3 | 19 | -21 | -21 | -27 | -3 | -8 | 12 | 5 | 4 | 22
CCc1nc2ccc(C(=O)N(C)CCCN(C)C)cn2c1N(CC)CCOC | . | -6 | 9 | -9 | -19 | 7 | -22 | 8 | . | -4 | 0
CCOC(=O)N1CCC(NC(=O)C(C)n2c3ccccc3c3cnn(C)c(=O)c32)CC1 (stereo not given) | -9 | -10 | -16 | -17 | 6 | 13 | 4 | 10 | 1 | 10 | -8

In the list so far, 2 contain a Cl atom.
SMILES | TRPM1 prom inh | TRAIL sens C8 | CF NFkB block | NR2E3 ag-1 | KKLEB tox | HIF-2a block | TWEAK-Fn14 inh | TROY signal inh | NR2E3 ag-2 | Shn3 inh set2 | Peg3 prom inh
COc1ccc(OCCn2cnc(Cl)c2Cl)cc1 | 8 | 25 | -18 | -19 | 0 | -42 | -25 | -3 | 4 | -9 | -28
COCCN(CCOC)c1nc(-c2ccc(Cl)cc2)nc2ccccc12 | 11 | -3 | 12 | -1 | -11 | 4 | 9 | -16 | 2 | 20 | 17

(cont.)
SMILES | TRPM1 prom inh | TRAIL sens C8 | CF NFkB block | NR2E3 ag-1 | KKLEB tox | HIF-2a block | TWEAK-Fn14 inh | TROY signal inh | NR2E3 ag-2 | Shn3 inh set2 | Peg3 prom inh
COCc1nn2c(N)c(-c3ccccc3)cnc2c1-c1ccccc1 | -105 | 51* | 15 | -102 | -8 | -224 | -9 | -12 | 6 | -72 | -255
CCOc1ccc(-c2nc3n(c(=O)c2C#N)CCCS3)cc1 | -4 | 25 | 18 | -58 | 3 | -28 | -48 | -18 | -5 | 48 | -4
CC(C)NC(NC(=O)/C=C/c1ccccc1)C(Cl)(Cl)Cl (stereo not given) | 3 | -1 | 13 | -5 | -8 | 13 | -13 | 2 | 4 | 3 | -4
COCCN(C(=O)CSc1nnc(Nc2ccccc2F)s1)c1c(N)n(Cc2ccccc2)c(=O)[nH]c1=O | -7 | 20 | 6 | -22 | -1 | -25 | -6 | -24 | 4 | -9 | -11
Cc1onc(-c2ccccc2)c1C(=O)N/N=C/c1c[nH]c2ccccc12 | 17 | 2 | 0 | 2 | 5 | -5 | -5 | 13 | 3 | 8 | 3
CCCCCOP(=O)(c1ccccc1)c1ccccc1 | 5 | 20 | -1 | -6 | 19 | -3 | -11 | -12 | 5 | -3 | 2
CCc1ccc(C(=O)Nc2nnn(CC)n2)cc1 | 13 | 66* | 1 | -72 | -20 | -32 | 34 | -10 | 2 | -19 | -2
CCOC(=O)N1CCN(c2ccc(C(C)=O)cc2F)CC1 | 8 | -10 | -3 | -8 | 7 | 5 | 7 | -15 | 1 | -13 | 7
CCOC(=O)c1csc(NC(=O)CSc2nnnn2-c2cccc(OC)c2)n1 | 7 | -10 | -3 | 2 | 6 | 8 | 6 | 19 | 0 | 3 | 6
Cc1ccc(C(=O)NC(=S)Nc2cccc(NC(=O)c3ccccc3Cl)c2)cc1[N+](=O)[O-] | 0 | -3 | -3 | -16 | 7 | -11 | -6 | -2 | 1 | 0 | -8
COc1ccc(NS(=O)(=O)c2cccc(C(=O)N/N=C/c3ccc4c(c3)OCCO4)c2)cc1 | 12 | 5 | -5 | -19 | -10 | 6 | -17 | -39 | 2 | -15 | 3
Cc1ccc2nc(SCC(=O)Nc3nonc3C)[nH]c2c1 | -1 | 2 | 9 | -29 | 0 | -34 | -2 | -10 | 1 | -22 | -17
CC(/C=N/NC(=O)c1n[nH]c2c1CCC2)=C\c1ccccc1 | 3 | 47* | 42 | 3 | -12 | -235 | -36 | -30 | 3 | -5 | -207
COc1ccc(CNC(=O)CCCn2c(=O)c3cccn3c3cccnc32)cc1 | . | -3 | 6 | -11 | -7 | -9 | 3 | 0 | . | -19 | 2
COc1ccc(OCCNC(=O)c2ccc3nc(C)c(N(C)Cc4ccc(NC(C)=O)cc4)n3c2)cc1 | . | 4 | -22 | -3 | 9 | 3 | -19 | 10 | . | 26 | 11
O=C(Nc1nnc(S(=O)(=O)N2CCCCC2)s1)c1ccccc1Br | . | 25 | -14 | -37 | 0 | 13 | 15 | 7 | 11 | 6 | 6
COc1cccc(OCC(O)CNC2CCCC2)c1 (stereo not given) | 7 | -10 | -28 | -13 | 3 | 16 | -3 | 9 | -1 | -7 | 2
CC(C)(C)c1ccc(C(=O)OCC(=O)Nc2cccc(S(=O)(=O)NC3=NCCC3)c2)cc1 | . | -2 | 4 | 27 | 16 | 5 | -9 | 10 | . | -9 | -31
CNc1nc(C)c(C(C)(C)C)s1 | 0 | -30 | 8 | -12 | -11 | 9 | -18 | 11 | 5 | -3 | 8
O=C(c1ccc(-n2cccc2)cc1)N1CCN(Cc2ccccc2)CC1 | -3 | -18 | 17 | 8 | 8 | -25 | -14 | -11 | -2 | -8 | -25
CCOn1c(=O)c(-c2cc(OC)ccc2OC)[n+]([O-])c2ccccc21 | 16 | 6 | -1 | 8 | 2 | 16 | 9 | 0 | 8 | -13 | 8
CCOC(=O)N1CCC(NC(=O)CCc2cn(C)c3ccccc23)CC1 | -4 | -8 | 2 | -10 | 4 | 5 | 0 | 5 | 4 | 6 | 12
CC1(C)C(=O)C2(CCCC2)C(=O)OC1c1ccco1 (stereo not given) | 4 | -3 | 0 | -13 | 9 | 6 | 2 | -2 | 0 | -18 | 4
CC(C)NC(=S)NCc1cccnc1 | 8 | 3 | -1 | -9 | -14 | 14 | -13 | 0 | 0 | 4 | 3
CCCCNC(=O)CSc1nnc(Cc2ccccc2)n1CC | -4 | -9 | 4 | -16 | -9 | 4 | -8 | -1 | 0 | 7 | 4
O=C(CN1CCN(c2ccc(O)cc2)CC1)N1CCc2ccccc21 | 18 | -2 | 7 | 21 | -3 | 0 | -19 | -21 | 1 | 0 | 2
COc1cccc(C2CC(c3ccccc3OC)n3ncnc3N2)c1 (stereo not given) | -7 | 7 | 8 | -31 | -12 | 15 | 11 | 1 | -2 | -29 | 17
CN(C(=O)COC(=O)c1ccc[nH]c1=O)C1CCCCC1 | 8 | -2 | -7 | -13 | 4 | 11 | -16 | 32 | 4 | 6 | 14
COc1cc2c(C(=O)N(C)c3ccc(F)cc3)cn(C)c(=O)c2cc1OC | 3 | -17 | -1 | -8 | -1 | 11 | 2 | 10 | -3 | 5 | 1
COc1ccc(C(c2sc3nc(C)nn3c2O)N2CCCCC2)cc1 (stereo not given) | -1 | -18 | -11 | -22 | 12 | 6 | -4 | 6 | 2 | -16 | 3
Cc1cc(=O)n(CC(=O)O)c2ccccc12 | -3 | -9 | -3 | 10 | -4 | 14 | -8 | 5 | 1 | -2 | 9
CNC(=O)c1c(Cl)cnn1-c1ccc(C)cc1 | -55 | -1 | 10 | -106 | 3 | -246 | -13 | -22 | 1 | -33 | -171
NC(=S)N/N=C/c1ccccc1O | -3 | 12 | -13 | -4 | 4 | 3 | 2 | 3 | 0 | -5 | -5
CCN(CC)C(=O)c1sc(NC(=O)c2ccoc2C)c(C(=O)OC)c1C | 3 | 0 | 1 | 3 | -6 | 5 | 6 | -9 | 4 | -11 | -3
CC1(C)Cc2noc(N)c2C(C)(C)N1OC(=O)c1ccccc1 | 0 | -1 | 12 | 0 | -7 | 8 | -11 | 10 | 0 | -5 | 10
